Growth percent in the NCI-60 one-dose screen (48 h, 10 µM unless noted): 100 = growth as untreated, 0 = no growth, -100 = all killed.
NCI-H226 = NCI-H226 lung cancer; 79,000 tested, 3.5% active; AID 1794732
NCI-H23 = NCI-H23 lung cancer; 80,000 tested, 4% active
NCI-H322M = NCI-H322M lung cancer; 80,000 tested, 2.7% active
OVCAR-3 = OVCAR-3 ovarian cancer. 79,000 tested, 7% active
OVCAR-8 = OVCAR-8 ovarian cancer; AID 1794782; 81,000 tested, 4.4% active
NCI/ADR-RES = NCI/ADR-RES ovarian cells; 81,000 tested, 4.4% active
NCI-H460 = NCI-H460 lung cancer. 82,000 tested, 6.8% active. AID 1794736
NCI-H522 = NCI-H522 lung cancer | 78,000 tested, 8% active
OVCAR-5 = OVCAR-5 ovarian cancer; 82,000 tested, 2.9% active; AID 1794783
Active calls of the source: *; / = not tested or not shown; & = joins results of further samples. How the source made its calls: active means growth percent below 10; inactive means the rest. Outcome played no part in choosing rows; any-hit rate near 11%.

item | Molecule | NCI-H226 | NCI-H23 | NCI-H322M | OVCAR-3 | OVCAR-8
1 | CCN(CC)CCCC(C)Nc1cc(-c2ccc(C(F)(F)F)cc2)c(C#N)c2nc3ccccc3n12 (centres undefined) | -40* | 19 | 39 | 93 | 12
2 | COc1cc(C2CC(c3ccc4c(c3)OCO4)=NN2C=O)cc(OC)c1OC (centres undefined) | 58 | 60 | 14 | -29* | 54
3 | CCN(CC)CCCCCCCNc1c2ccc(Cl)cc2nc2ccc(OC)cc12 | -18* | -24* | -35* | -40* | -42*
4 | COC(C)CCOC(=O)c1ccccc1 (centres undefined) | 106 | 99 | 102 | 110 | 104
5 | O=C(O)c1c(O)c(O)cc2ccccc12 | 123 | 98 | 109 | 105 | 114
6 | O=C1c2c(c3c4cccnc4[nH]c3c3ccc4ccccc4c23)C(=O)N1CCO | 81 | / | 95 | / | 78
7 | O=[N+]([O-])c1c(I)cc(O)cc1I | / | 98 | 99 | 109 | 97
8 | O=C(Nc1ccc(CN2CCc3nc4cc(O)c(O)cc4cc32)cc1)c1ccc(Cl)c(Cl)c1 | 79 | 105 | 94 | 104 | 106
9 | NS(=O)(=O)c1ccc(NC(=O)Nc2nc(-c3ccc(F)cc3)cs2)cc1 | 91 | 83 | 98 | 99 | 104
10 | Cc1ccc(NCC(=O)Nc2ccccc2C(=O)O)c(C)c1 | 80 | 87 | 94 | 87 | 95
11 | C/C(=N\N=C\c1cc([N+](=O)[O-])ccc1Cl)c1ccc2c(c1)Nc1ccccc1S2 | 53 | 55 | 37 | -4.0* | 17
12 | NS(=O)(=O)c1ccc(CN2C(=O)c3ccc4c5c(ccc(c35)C2=O)C(=O)N(Cc2ccc(S(N)(=O)=O)cc2)C4=O)cc1 | 92 | 92 | 87 | / | 88

item | NCI/ADR-RES | NCI-H460 | NCI-H522 | OVCAR-5
1 | 32 | -19* | 13 | 12
2 | 15 | 15 | -3.9* | /
3 | 13 | -68* | / | -8.2*
4 | 107 | 104 | 108 | 95
5 | 96 | 113 | / | 97
6 | 87 | 18 | 53 | 121
7 | 100 | 104 | 89 | 107
8 | 106 | 102 | 101 | 106
9 | 92 | 107 | 101 | 97
10 | 97 | 96 | 85 | 99
11 | 55 | 9.2* | 60 | 69
12 | 93 | 100 | 98 | 106

(cont.)
item | Molecule | NCI-H226 | NCI-H23 | NCI-H322M | OVCAR-3 | OVCAR-8
13 | C=CCOC(=O)CC(C)=O | 110 | 107 | 106 | 118 | 116
14 | O=C1NC(=O)c2c1c1c3ccccc3ccc1c1[nH]c3ncccc3c21 | 91 | / | 102 | / | 101
15 | O=C(Nc1ccc(-c2n[nH]c(=S)n2/N=C/c2ccc(Br)cc2)cc1)c1cccnc1 | 99 | 95 | 109 | 109 | 105
16 | COc1ccc(-c2cc(-c3cc(Cl)cc(Cl)c3Cl)[nH]n2)cc1 | 87 | 82 | 87 | 95 | 95
17 | O=c1c2ccccc2nc(CN2CCOCC2)n1/N=C/c1ccc(Cl)cc1 | 98 | 101 | 102 | 110 | 102
18 | CN(C)C(=S)SCCOc1cc(=O)oc2ccccc12 | 89 | 100 | 94 | 91 | 99
19 | CC(C)c1ccc(C(C)C(=O)N(CC2=C(C(C)c3ccccn3)c3ccccc3C2)C(C)C)cc1 (centres undefined) | 57 | 26 | / | 30 | 47
20 | Cc1ccc(NC(=O)NNC(=O)c2ccc(-n3cc(-c4ccccc4)nn3)cc2)cc1 | 103 | 106 | 109 | 114 | 106
21 | COc1ccc(C2=NN(C(N)=S)C(c3ccc4c(c3)OCO4)C2)cc1 (centres undefined) | 58 | 27 | 26 | -21* | 21
22 | COC(=O)c1cncc(C(=O)OC)c1 | 105 | 105 | 100 | 103 | 102
23 | CC1=C([Se]CC(OC(=O)c2ccc(-c3c4nc(c(-c5ccccc5)c5ccc([nH]5)c(-c5ccccc5)c5nc(c(-c6ccccc6)c6ccc3[nH]6)C=C5)C=C4)cc2)C(=O)NC(C)(C)C)C(=O)c2ccccc2C1=O (centres undefined) | 109 | 96 | 106 | 90 | 106
24 | C=CCC(C(=N)C(C#N)(CC=C)C1=CCCCC1)C1=CCCCC1 (centres undefined) | 94 | 82 | 82 | 90 | 95

item | NCI/ADR-RES | NCI-H460 | NCI-H522 | OVCAR-5
13 | 122 | 104 | 111 | 104
14 | 99 | 108 | 103 | 99
15 | 102 | 107 | 99 | 104
16 | 91 | 101 | 71 | 103
17 | 104 | 103 | 96 | 104
18 | 84 | 102 | 83 | 88
19 | 24 | 23 | 25 | 65
20 | 106 | 111 | 101 | 108
21 | 5.5* | 43 | / | 75
22 | 103 | 91 | 85 | 77
23 | 103 | 104 | 124 | 122
24 | 87 | 98 | 84 | 77

Grouped by structure: the compounds so far with an NH in an aromatic ring (5)
item | Molecule | NCI-H226 | NCI-H23 | NCI-H322M | OVCAR-3 | OVCAR-8
6 | O=C1c2c(c3c4cccnc4[nH]c3c3ccc4ccccc4c23)C(=O)N1CCO | 81 | / | 95 | / | 78
14 | O=C1NC(=O)c2c1c1c3ccccc3ccc1c1[nH]c3ncccc3c21 | 91 | / | 102 | / | 101
15 | O=C(Nc1ccc(-c2n[nH]c(=S)n2/N=C/c2ccc(Br)cc2)cc1)c1cccnc1 | 99 | 95 | 109 | 109 | 105
16 | COc1ccc(-c2cc(-c3cc(Cl)cc(Cl)c3Cl)[nH]n2)cc1 | 87 | 82 | 87 | 95 | 95
23 | CC1=C([Se]CC(OC(=O)c2ccc(-c3c4nc(c(-c5ccccc5)c5ccc([nH]5)c(-c5ccccc5)c5nc(c(-c6ccccc6)c6ccc3[nH]6)C=C5)C=C4)cc2)C(=O)NC(C)(C)C)C(=O)c2ccccc2C1=O (centres undefined) | 109 | 96 | 106 | 90 | 106

item | NCI/ADR-RES | NCI-H460 | NCI-H522 | OVCAR-5
6 | 87 | 18 | 53 | 121
14 | 99 | 108 | 103 | 99
15 | 102 | 107 | 99 | 104
16 | 91 | 101 | 71 | 103
23 | 103 | 104 | 124 | 122

Later entries:
item | Molecule | NCI-H226 | NCI-H23 | NCI-H322M | OVCAR-3 | OVCAR-8
25 | C=C(CC[C@@H](C)[C@H]1CC[C@H]2C3=C[C@H](O)[C@H]4C[C@@H](O)CC[C@]4(C)[C@H]3CC[C@]12C)C(C)C | 99 | 100 | 92 | 103 | 95
26 | C=C(C)C1CCC2(C(=O)O)CCC3(C)C(CCC4C5(C)CCC(O)C(C)(C)C5CCC43C)C12 (centres undefined) | 33 | -50* | 6.5* | -56* | /
27 | CC(=S)N/C=C(/c1ccc(Cl)cc1Cl)S(=O)(=O)Cc1ccc(Cl)cc1Cl | 101 | 100 | 93 | 114 | 99
28 | O=[N+]([O-])c1ccc(N/N=C2/CC3CCC2C3)c([N+](=O)[O-])c1 (centres undefined) | 97 | 90 | 98 | 87 | 90
29 | COC(=O)[C@]12CCC(C)(C)C[C@@H]1[C@@H]1NC(=O)C[C@@H]3[C@@]4(C)CCC(=O)NC(C)(C)[C@@H]4CC[C@@]3(C)[C@]1(C)CC2 | 87 | 102 | 104 | 103 | 92
30 | Cc1cc(Br)ccc1-n1cc(C#N)c(N)c1C(=O)c1ccc(Cl)cc1 | 98 | 102 | 102 | 119 | 103
31 | COc1ccc(-c2nnc(CNc3ccc(F)c(Cl)c3)o2)cc1OC | / | 99 | 103 | 108 | 100
32 | COc1ccc(/C=N/NC(=O)CSc2nc3ccccc3c(=O)n2CCc2ccc(S(N)(=O)=O)cc2)cc1OC | 81 | 96 | 96 | 98 | 66
33 | CC(=O)N(Cc1ccccc1)c1nccs1 | 108 | 99 | 102 | 109 | 105
34 | O=C(Sc1ccccc1)n1nc(Cl)c2ccc([N+](=O)[O-])cc21 | 86 | / | / | 108 | 94
35 | CC1(C)c2ccccc2C(=O)C1(Br)Cc1ccccc1 (centres undefined) | 94 | 74 | 95 | 65 | 93
36 | O=[N+]([O-])c1ccc(I)cc1 | 108 | 110 | 88 | 116 | 113

item | NCI/ADR-RES | NCI-H460 | NCI-H522 | OVCAR-5
25 | 105 | 106 | 88 | 101
26 | -54* | -22* | 1.5* | -87*
27 | 103 | 101 | 83 | 112
28 | 91 | 102 | / | 102
29 | 97 | 105 | 85 | 102
30 | 104 | 109 | 96 | 120
31 | 106 | 110 | 67 | 110
32 | 112 | 106 | 61 | 104
33 | 102 | 107 | / | 115
34 | 101 | 110 | 67 | 102
35 | 73 | 97 | 83 | 74
36 | 118 | 115 | 99 | 122

(listing goes on)
item | Molecule | NCI-H226 | NCI-H23 | NCI-H322M | OVCAR-3 | OVCAR-8
37 | CNS(C)(=O)=O | 93 | 104 | 109 | 104 | 103
38 | CCn1cc(C(=O)N/N=C(\C)c2cccnc2)c(=O)c2ccc(C)nc21 | 92 | 99 | 87 | 95 | 93
39 | Fc1ccc2[nH]cc(-c3nc(-c4ccc5ccccc5c4)cs3)c2c1 | 76 | 88 | 89 | 100 | 96
40 | Cc1c(C(=O)NCCc2ccc(N3CCCC3)cc2)nn(-c2ccc(Cl)cc2Cl)c1-c1ccc(Cl)cc1 | 79 | 62 | 103 | 79 | 87
41 | Oc1ccc(Nc2nccc(-c3ccc(Cl)cc3)n2)cc1 | 78 | 82 | 67 | 79 | 84
42 | O=C(Nc1ccc2ncnc(Nc3nccs3)c2c1)c1ccccc1 | 92 | 63 | 85 | 84 | 64
43 | COc1cc(C2CC(c3ccc(Nc4nc(NCCO)nc(NCCO)n4)cc3)=NN2c2cc(Cl)cc(Cl)c2)cc(OC)c1OC (centres undefined) | 106 | 4.7* | 12 | -22* | 12
44 | COC(=O)[C@]1(C)CCC[C@@]2(C)[C@H]1CC(C=O)=C1C=C(C(C)C)CC[C@@H]12 | 97 | 99 | 106 | 105 | 98
45 | COC(=O)c1ccc2[nH]c(O)c(C(=Nc3ccc(N(C)C(=O)CN4CCN(C)CC4)cc3)c3ccc4c(c3)OCO4)c2c1 | 23 | 5.7* | 21 | 11 | 20
46 | CCCCCCCCCCCCCCCCCCOC(=O)NC1c2ccccc2Oc2ccccc21 | 102 | 99 | 90 | 102 | 97
47 | COc1ccc(/C(C)=C(/c2ccc(O)cc2)c2ccc(Cl)cc2)cc1F | 97 | 99 | 104 | 103 | 102
48 | Cc1cc(C)c(/C=N/Nc2nc3c([nH]2)c(=O)n(C)c(=O)n3C)c(C)c1 | 106&107 | 98&88 | 111&91 | 91&121 | 127&102

item | NCI/ADR-RES | NCI-H460 | NCI-H522 | OVCAR-5
37 | / | 114 | 96 | 107
38 | 94 | 89 | 87 | 89
39 | 111 | 90 | 59 | 104
40 | 84 | 89 | 51 | 101
41 | 84 | 77 | 83 | 98
42 | 69 | 74 | 49 | 101
43 | 53 | -24* | 25 | 55
44 | 99 | 101 | 95 | 109
45 | 104 | 8.4* | 2.2* | 36
46 | 108 | 107 | 83 | 95
47 | 102 | 105 | 83 | 106
48 | 110&113 | 106&102 | 60&28 | 92&88

Carrying on:
item | Molecule | NCI-H226 | NCI-H23 | NCI-H322M | OVCAR-3 | OVCAR-8
49 | C/C(=N/NC(=O)c1sc(=S)n(C)c1N)c1cc2cc(Cl)ccc2o1 | 102 | 98 | 88 | 110 | 14
50 | CC(C)C[C@@H]1NC(=O)[C@@H](NC(=O)[C@@H]2CCC(=O)N2)[C@H](C(C)C)c2ccc3c4c([nH]c3c2)-n2cnc(c2)C[C@@H](C(=O)O)NC(=O)[C@@H](CCCN=C(N)N)NC(=O)[C@@H]2CCCN2C(=O)[C@H](C4)NC(=O)[C@H](C(C)C)NC1=O | 91 | 84 | 112 | 107 | 96
51 | CCCCn1c(=O)c(C2=NC(c3ccc(Cl)cc3)=C2)cc2ccc(Cl)cc21 | 102 | 99 | 94 | 111 | 101
52 | Cc1ccc(C(C(=O)NC2CCCCC2)N(C(=O)C2CCc3cc(F)ccc3O2)c2ccc(F)cc2F)cc1 (centres undefined) | 64 | 83 | 89 | 85 | 72
53 | O=C(O)CC1Sc2ccccc2NC1=O (centres undefined) | 95 | 89 | 104 | 110 | /
54 | COc1cc(-c2noc(C[C@@H](NC(=O)OCc3ccccc3)C(C)C)n2)cc(OC)c1OC | 101 | 97 | 92 | 110 | 100
55 | N#CC(C#N)=NNc1ccc(S(=O)(=O)c2ccc(NN=C(C#N)C#N)cc2)cc1 | 111 | 97 | 117 | 99 | 96
56 | Cc1ccc(O)c(C(=O)c2cc(-c3ccccc3)c(=O)n(NC(=O)c3ccncc3)c2)c1 | 103 | 99 | 105 | 110 | 107
57 | Cc1ccc(C)c2c1C=CC2 | 103 | 96 | 105 | 107 | 98
58 | O=C1/C(=C/c2ccc(O)c(O)c2)SC(=S)N1CCc1ccc(O)cc1 | 95 | 80 | 93 | 15 | 52
59 | O=c1cc(COc2ccc(N=Cc3ccccn3)cc2)c2cc(Br)ccc2o1 | 106 | 95 | 90 | 101 | /
60 | CC(=O)N1N=C(c2ccc(Nc3nc(Nc4ccc(F)cc4)nc(Nc4ccc(F)cc4)n3)cc2)CC1c1ccc(N(C)C)cc1 (centres undefined) | 75 | 52 | 84 | 69 | 28
61 | CSc1nc2nc(N)nc(SC)c2[nH]1 | 87 | 92 | 92 | 99 | 100
62 | C[N+](C)(C)CCOP(=O)(O)OP(=O)([O-])OCC1CCC(n2ccc(N)nc2=O)O1 (centres undefined) | 100 | 99 | 89 | 104 | 108
63 | C[C@@]1(C(=O)Nc2ccc(F)nc2)CCCN1c1nc(Nc2cc(C3CC3)[nH]n2)c2cccn2n1 | 30 | 20 | 15 | 57 | 39

item | NCI/ADR-RES | NCI-H460 | NCI-H522 | OVCAR-5
49 | 104 | 89 | 89 | 101
50 | 90 | / | / | 84
51 | 102 | 104 | 95 | 110
52 | 80 | 66 | 73 | 88
53 | 88 | 195 | 81 | 84
54 | 104 | 102 | 92 | 97
55 | 101 | 99 | 104 | 104
56 | 107 | 110 | 104 | 110
57 | 103 | 108 | 91 | 93
58 | 51 | 71 | 16 | 98
59 | 98 | 102 | 78 | 92
60 | 27 | 54 | 46 | 78
61 | 102 | 107 | 88 | 99
62 | 98 | 102 | 103 | /
63 | 32 | 15 | 41 | 15

Screening data as filed in PubChem BioAssay.
